Compound activity as filed in PubChem BioAssay.
Sm TGR block: qHTS Assay for the Inhibitors of Schistosoma Mansoni Peroxiredoxins; AID 485364, 2010; 3% of 360,000 active; purified TGR, DTNB reduction, TNB absorbance 405 nm; Potency, µM (top dose mostly 114 µM), for inactives: top-dose activity change, negative = inhibition, actives largely listed as inhibitors; note: potency is the fitted concentration of half-maximal effect; nearly all actives have a fitted effect of over 60% in size
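Kinetic colorimetric format: TGR-catalysed, NADPH-driven DTNB reduction monitored via TNB absorbance. Enzyme dispensed at 20 nM; compound exposure 15 min at room temperature before reaction start.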
AmpC inh detg: qHTS Inhibitors of AmpC Beta-Lactamase (assay with detergent) | P00811 | AmpC hydrolysis of nitrocefin, absorbance 480 nm, 0.01% Triton | Potency, µM (highest dose often 114 µM), for inactives: at the top dose activity change, negative = inhibition, actives largely listed as inhibitors | 0.041% of 370,000 active;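 note: potency is the fitted concentration of half-maximal effect; 0% = no-compound wells and -100% = no-enzyme wells; nearly all actives have a fitted effect of over 25% in size; some results filed as inactive show a strong effect at the top dose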
Target sequence (P00811 whole entry, looked up): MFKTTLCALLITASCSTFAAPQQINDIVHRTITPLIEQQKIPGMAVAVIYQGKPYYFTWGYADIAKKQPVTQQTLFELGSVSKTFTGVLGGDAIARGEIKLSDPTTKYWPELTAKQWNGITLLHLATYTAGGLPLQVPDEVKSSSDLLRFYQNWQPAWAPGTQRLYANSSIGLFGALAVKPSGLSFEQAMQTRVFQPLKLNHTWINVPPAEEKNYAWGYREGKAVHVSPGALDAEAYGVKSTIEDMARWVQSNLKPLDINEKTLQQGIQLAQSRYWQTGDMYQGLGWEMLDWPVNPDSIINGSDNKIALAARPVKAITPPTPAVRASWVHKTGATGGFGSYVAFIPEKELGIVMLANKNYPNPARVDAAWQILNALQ
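20 mM phosphate pH 7.0 + 0.01% (detergent screen) or 0.0001% Triton X-100; 5.3 nM AmpC reagent; cpd preinc 15 min RT; nitrocefin (800 uM stock) to start; A480 q20 s × 4 min; Activity was normalised to no-enzyme and no-compound control wells.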
AMA1-RON2 inh: qHTS for Inhibitors of AMA1-RON; Towards Development of Antimalarial Drug Lead: Primary Screen; 0.2% of 360,000 active; AlphaScreen AMA1-biotinylated RON2 peptide binding; Potency, µM (titrated, usually from 58.2 µM), for the others: at the top dose activity change, negative = inhibition, hits mostly inhibitors; Plasmodium falciparum AMA1 (3D7) - RON2 peptide interaction;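 note: potency is the fitted concentration of half-maximal effect; 0% = vehicle wells and -100% = peptide control; nearly all actives have a fitted effect of over 45% in size; some results filed as inactive show a strong effect at the top dose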
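AMA1 (3D7) with his tag at 25 nM final met compounds first, then biotinylated RON2 peptide at 25 nM; detection used donor plus acceptor beads, 10 µg/mL apiece, read by AlphaScreen after 30 min at room temperature.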
Giardia FBPA inh: qHTS Assay for Inhibitors of Fructose-1,6-bisphosphate Aldolase from Giardia Lamblia | A8B2U2 | purified Giardia FBPA | Potency, µM (top dose mostly 59.6 µM), without a hit: top-dose activity, negative = inhibition, actives largely listed as inhibitors | 0.71% of 290,000 active; note: potency is the fitted concentration of half-maximal effect; nearly all actives have a fitted effect of over 55% in size
Target sequence (A8B2U2 whole entry, looked up): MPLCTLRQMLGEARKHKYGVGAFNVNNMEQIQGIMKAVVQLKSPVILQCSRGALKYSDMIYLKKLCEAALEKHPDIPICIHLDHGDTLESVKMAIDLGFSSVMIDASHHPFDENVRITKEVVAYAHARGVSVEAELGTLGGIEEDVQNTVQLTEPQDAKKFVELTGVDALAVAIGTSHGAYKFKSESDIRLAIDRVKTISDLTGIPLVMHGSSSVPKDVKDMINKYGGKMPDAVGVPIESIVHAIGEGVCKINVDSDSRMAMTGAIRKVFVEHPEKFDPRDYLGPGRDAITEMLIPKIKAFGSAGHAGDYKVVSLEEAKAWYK
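40 nM FBPA preincubated 10 min at RT with compound (up to 57.5 uM final), then substrate plus GAPDH/TPI/NAD/arsenate coupling and diaphorase/resazurin added. Fluorescence read after 20 min at RT, 525/598 nm.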
HCV inh: qHTS Assay for Inhibitors of Hepatitis C Virus (HCV); Huh7.5.1 HCVcc-Cre infection, luciferase reporter, 44 h; Potency, µM (doses to about 41.8 µM), for the others: at the highest dose activity change, negative = inhibition, actives largely listed as inhibitors; 3.4% of 340,000 active; note: potency is the fitted concentration of half-maximal effect
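After 44 h co-culture of compound, cells and HCVcc-Cre (~0.5 moi), substrate is added for 15 min at room temperature and luciferase measured over 15 sec. Cells were seeded at 1,000/well and pre-cultured 4 h.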
HCMV antiviral: qHTS Assay for inhibitors of the human cytomegalovirus (HCMV). AID 1259415, 2018. 4.5% of 410,000 active. HFF cells, HCMV-luciferase reporter, 72 h; active compounds read low. activity change, negative = inhibition, % at 57.5 µM; in the data active = activity change below about -60%; inconclusive = no clear call, values can overlap the other calls; inactive = above about -39%
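Steps: HFFs plated, 16 h 37C; compounds added; HCMV-luciferase added to MOI 1 PFU/cell; 72 h 37C; OneGlo reagent, 5 min room temperature; luminescence read, normalized to controls.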
* marks the source's active call; other numbers are inactive results; ? = inconclusive; · = no result given; & = joins results of further samples; [ ] = remark or other dose. Unless noted, calls come from the whole dose curve; as a rule, active = well fitted curve in the direction sought with a large enough effect; inconclusive = small, poorly fitted or top-dose-only effect, or another doubt; inactive = no such curve, though single readings can be large; an effect the other way counts as inactive or inconclusive. Unless noted, % is set by controls: 0 for no effect and ±100 for the full control effect.

SMILES	Sm TGR block	AmpC inh detg	AMA1-RON2 inh	Giardia FBPA inh	HCV inh	HCMV antiviral
Cc1[nH]c(C)c(S(=O)(=O)N2CCN(c3cccc(Cl)c3)CC2)c1C(=O)N1CCCCC1	-10%	0%	-1%	3%	11%	0
CC(NC(=O)CCCCCN1C(=O)c2ccccc2C1=O)c1ccc2c(c1)CCCC2 (configuration not stated)	-7%	2%	-8%	1%	9%	-7
COc1ccc(CCNC(=O)COC(=O)Cc2ccc(OC)cc2)cc1	4%	0%	12%[11.6 µM]	6%	18%	26
O=C(Cc1ccc([N+](=O)[O-])cc1)Nc1ccc2c(c1)CCC2	-3%	-6%	-13%	8%	9%	-11
COc1ccccc1CNC(=O)[C@H](CCSC)NC(=O)[C@@H]1Cc2ccccc2CN1	-6%	?	23%	-23%	-22%	-15
O=C1/C(=C/c2ccccn2)COc2ccccc21	?	-9%	-3%	-5%	20%	?
Clc1ccc(-c2nnc(Sc3nc4ccccc4o3)c3ccccc23)cc1	4%	-9%	-4%	?	-28%	-82*
O=C(CCSCc1ccccc1Cl)NCc1cccs1	-3%	?	?	0%	9%	-5
CCSc1nc2c([nH]c3ccccc32)c(=O)n1-c1ccc(F)cc1	5%	-7%	·	·	·	-19
Cn1c(=O)oc2cc(S(=O)(=O)N3CCC(C(=O)N4CCN(c5ccccc5)CC4)CC3)ccc21	1%	-11%	-10%	5%	5%	?
O=C1CN(CC(=O)N2CCOCC2)c2ccccc2O1	20µM*	-5%	·	?	·	·
Cc1cccc(NC(=O)Nc2ccc(OCc3ccccc3)cc2)n1	1%	-7%	2%	1%	-13%	-39
CC1CCCCC1NC(=S)NC(=O)c1ccccc1Cl (configuration not stated)	·	·	63%[activator]	·	25%	9
Cc1ccc(S(=O)(=O)Cc2nc(-c3ccc(C(=O)NCCCOC(C)C)cc3)oc2C)cc1	-35%	22%	·	·	·	12
CCOc1cccc(CC(=O)N2CCc3c([nH]c4ccccc34)C2c2ccc(OC)cc2)c1OCC (configuration not stated)	10%	25%	·	·	·	31
Cc1nn(C)c(C)c1CCC(=O)N1CCCC(Nc2ccc(C(C)C)cc2)C1 (configuration not stated)	6%	-1%	-11%	·	11%	?
CCC(=O)N1CCC(c2ccc(OC)cc2)=N1	-1%	?	5%	2%	7%	53
Oc1ccc(-c2nc3ccccc3s2)cc1	-17%	-1%	0%	4%	14%	63
COC(=O)[C@@]1(C)[C@H]2C(=O)N(C)C(=O)[C@H]2[C@H]2CN=C(SCC(=O)c3ccccc3)N21	·	·	78%[activator]	·	?	7
O=C(CC(c1ccccc1)c1ccccc1O)NCc1ccccc1Cl (configuration not stated)	2%	-17%	-1%	-1%	?	-38
N#Cc1c(-c2ccncc2)cc(-c2ccc(F)cc2)nc1N	-15%	3%	-3%	0%	?	-20
CCn1c(NCc2cccc(OC)c2OC)nc2ccccc21	-12%	0%	19%	1%	0%	27
CCOc1ccc(NC(=O)CSc2nc3c(oc4ccccc43)c(=O)n2-c2cc(C)cc(C)c2)cc1	9%	-5%	·	·	·	-24
COc1ccc(CN2CCSCC2)c(C)c1C	-17%	?	-21%	-28%	21%	22
CC1(C(=O)NC(=S)N(CCC#N)c2ccccc2)CC1(Cl)Cl (configuration not stated)	-9%	-7%	6%	-13%	1%	-22
CC(=O)C1=C(C)Nc2ncnn2C1c1ccc(Br)cc1 (configuration not stated)	6%	1%	-3%	17%	7%	-2
Cc1ccccc1OCc1nnc(SCC(=O)Nc2ccc3nc(SCC(=O)NC(C)(C)C)sc3c2)n1C	0%	-6%	12%	11%	?	-18
Cc1ccc(Cn2cc(S(=O)(=O)c3cccc(Cl)c3)c(=O)c3cc(F)c(N4CCCCC4)cc32)cc1	0%	15%	·	·	·	?
Cc1ccc(Oc2nc3c(c(=O)n(Cc4ccccc4Cl)c(=O)n3C)n2C)cc1C	-9%	0%	·	·	·	11
COc1cc(NC(=O)CCNC(=O)Cn2ccc3ccccc3c2=O)cc(OC)c1OC	-22%&28%	8%&8%	7%	2%	13%	6

An excerpt of these results, bar-delimited.
SMILES | Sm TGR block | AmpC inh detg | AMA1-RON2 inh | Giardia FBPA inh | HCV inh | HCMV antiviral
COc1cc(NC(=O)CCNC(=O)Cn2ccc3ccccc3c2=O)cc(OC)c1OC | -22%&28% | 8%&8% | 7% | 2% | 13% | 6
CCOc1ccc(NC(=O)CSc2nc3c(oc4ccccc43)c(=O)n2-c2cc(C)cc(C)c2)cc1 | 9% | -5% | · | · | · | -24
Cc1ccccc1OCc1nnc(SCC(=O)Nc2ccc3nc(SCC(=O)NC(C)(C)C)sc3c2)n1C | 0% | -6% | 12% | 11% | ? | -18
Cc1nn(C)c(C)c1CCC(=O)N1CCCC(Nc2ccc(C(C)C)cc2)C1 (configuration not stated) | 6% | -1% | -11% | · | 11% | ?
CC(=O)C1=C(C)Nc2ncnn2C1c1ccc(Br)cc1 (configuration not stated) | 6% | 1% | -3% | 17% | 7% | -2
N#Cc1c(-c2ccncc2)cc(-c2ccc(F)cc2)nc1N | -15% | 3% | -3% | 0% | ? | -20

(list continues)
SMILES	Sm TGR block	AmpC inh detg	AMA1-RON2 inh	Giardia FBPA inh	HCV inh	HCMV antiviral
Cc1nc(C(=O)N2CCCC(N3CCN(c4ccccc4C)CC3)C2)cs1 (configuration not stated)	-17%	-6%	10%	·	?	-32
Cc1cc(O)c(C(C)C)cc1N=Cc1ccc(N(C)C)cc1	·	·	?	·	-12%	-40
COc1cc(C(=O)NCCNC(=O)c2cnccn2)cc(OC)c1OC	13%	?	14%	2%	4%	10
Cc1cc(C(=O)N2CCN(S(C)(=O)=O)CC2)sc1-c1ccccc1	3%	-12%	-5%	6%	2%	13
Clc1ccccc1-c1nnc2sc(CCc3ccccc3)nn12	-6%	-1%	14%	10%	-17%	31
CC(OC(=O)c1ncc(Cl)c(Cl)c1Cl)C(=O)NC1CCCCC1C (configuration not stated)	-1%	-13%	16%	·	-29%	-25
COc1cc(C)c(Cl)c(C)c1S(=O)(=O)NC1CC(C)(C)NC(C)(C)C1	5%	3%	-2%	2%	-25%	-33
c1ccc(CCC2CCCCN2Cc2nc(-c3ccc4c(c3)OCO4)no2)nc1 (configuration not stated)	4%	8%	-5%	-13%	-28%	-31
O=C(CN1CCOCC1)Nc1ccc(S(=O)(=O)NC2CCCCC2)cc1	1%	-6%	8%	2%	-23%	-18
O=C(OC(C(=O)Nc1ccc(Cl)cc1C(F)(F)F)c1ccccc1)C1=COCCO1 (configuration not stated)	-2%	-7%	8%	2%	47%[activator]	?
CCCn1c(=O)c2c(nc(Br)n2CCC)n(C)c1=O	-3%	5%	3%	2%	-17%	0
O=C(/C=C/c1c(F)cccc1Cl)Nc1ccncc1	-2%	-2%	-9%[11.6 µM]	2%	-5%	-2
Cc1c(CNCc2cccs2)c(C(=O)O)c(C)n1Cc1ccccc1	-11%	-14%	3%	-14%	20%	-2
CCOC(=O)CSc1nc2ccccc2n2c(C)nnc12	-22%&2%	18%	2%	-8%	?	13&-1
CCN1CCC2(CC1)N=C(c1ccc(F)cc1)C(=S)N2	5%	4%	0%	13µM*	-2%	10
COc1cccc(OC)c1C(=O)OCC(=O)NC1CCCCCC1	-27%	1%	5%	·	-13%	?
COc1ccc(C(=O)Nc2ccc(Cl)cc2C(=O)c2ccccc2)c(OC)c1	6%	-7%	·	·	·	-30
OC(CN1CCN(c2cccc(Cl)c2)CC1)C(c1ccccc1)c1ccccc1 (configuration not stated)	-1%	-4%	-23%	6%	?	?
O=C(CSCCO)Nc1cccc([N+](=O)[O-])c1	-7%	-10%	-7%	9%	7%	-7
Nc1nc(-c2ccc(Cl)cc2)nn1C(=O)c1cccnc1	-4%	?	-6%	-1%	6%	89
O=C(COc1ccccc1)NCC(c1ccco1)N1CCN(c2ccccc2F)CC1 (configuration not stated)	-3%	-25%	-4%	·	?	-13
Cc1ccc(C(=O)N2CCN(C34CC5CC(CC(C5)C3)C4)CC2)o1	-23%	3%	6%	-1%	4%	-82*
Cc1ccc(S(=O)(=O)NN=Cc2ccc(N3CCOCC3)cc2)cc1[N+](=O)[O-]	·	·	-6%	·	-1%	-7
Cc1ccc(Cl)cc1NC(=O)CC1NC2CCCCC2NC1=O (configuration not stated)	0%	4%	9%	0%	10%	-3
COc1cccc(CCNC(=O)c2ccc(C#N)cc2)c1	-4%	1%	-4%	-6%	4%	25
Cn1c(=O)c(-c2ccccc2)c(O)c2ccccc21	3%	4%	-9%	-10%&-10%	20%	?
CCc1nnc(NS(=O)(=O)c2ccc(NCc3cc(Cl)ccc3O)cc2)s1	1%	2%	21%	·	10%	?
CC1CCCCN1S(=O)(=O)c1cccc(S(=O)(=O)N2CCOCC2)c1 (configuration not stated)	-4%	-2%	-6%	4%	6%	-21
O=C(Nc1ccc(OCc2ccccc2)cc1)c1cccs1	17%	-4%	6%	2%	-7%	19
O=C(CSc1nnnn1-c1ccc2c(c1)OCCO2)OC1CCCCC1	-10%	-5%	18%	-1%	9%	1
CC1(C)CC(=O)C(C=NCCN2CCN(C3CC(=O)N(c4cccc(Br)c4)C3=O)CC2)=C(O)C1 (configuration not stated)	·	0%	79%[activator]	3%	-5%	-19
COc1ccccc1-n1cnc2cc(NS(=O)(=O)c3ccccc3)ccc21	-4%	-5%	2%	-10%	22µM*	60
Fc1cccc(CSc2nc3ncc(Cl)cc3[nH]2)c1	9%	-8%	27%	0%	-4%	-37
CCOc1cc(CNC(=O)c2ccc3c(c2)N(C)C(=O)C2CCCCN32)ccc1OC (configuration not stated)	35%	17%	·	·	·	10
Cc1ccc(Oc2ccc(S(=O)(=O)N3CCOCC3)cc2C(N)=O)c(-n2nc3ccccc3n2)c1	-16%	?	-1%	0%	-14%	-85*
COc1ccc(SC[C@H](C)CN2CC[C@H](C)CCC2=O)cc1	-8%	6%	-4%	·	?	8
O=C(Cn1cnc2c(nnn2Cc2ccc(Cl)cc2)c1=O)OCc1ccccc1	-2%	-3%	4%	-2%	17%	17
CCOC(=O)CC(=O)Nc1cc(Cl)ccc1O	3%	0%	7%	3%	23%	-12
CSc1nc(SCC(N)=O)c2c3c(sc2n1)CN(C)CC3	-30%	?	-15%	-24%	-8%	-33
COc1ccc(C)cc1NC(=O)c1nn(C)c(C(=O)Nc2cc(C)ccc2OC)c1[N+](=O)[O-]	-15%	4%	3%	1%	-24%	5
CC1CCN(C(=O)CN(Cc2ccccc2)S(C)(=O)=O)CC1	6%	-10%	1%	12%	13%	-35
CC(C)(C)c1ccc(C(=O)Nc2ccc(C(=O)OCc3cc(=O)n4ccsc4n3)cc2)cc1	-4%	7%	·	·	·	13
Cc1cc(OCC(=O)N2CCN(CCc3ccncc3)CC2)cc(C)c1Cl	-13%	0%	·	·	·	-9
CC(C)=CCSc1nnc([C@@H](NC(=O)OC(C)(C)C)C(C)C)o1	4%	0%	43%[activator]	?	6%	-9
CCOc1ccc2oc(C(=O)NCc3ccccc3CN3CCCC3)c(C)c2c1	2%	8%	-5%	·	16µM*	-9
